Screens as filed in PubChem BioAssay.
aDG glyco up = alpha-DG glycosylation activation; Pro5-aDG cells, alpha-DG glycosylation AlphaScreen (IIH6); 0% Pro5, 100% B10-LARGE cell signal; activation, % at 10 µM; 360,000 compounds, 0.22% hits; AID 624168;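 active = activation of at least 8% versus controls, or a plate z-score of at least 8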;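 also: Pro5 are CHO cells carrying HIG-tagged alpha-DG that lacks glycosylation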
TLR9-MyD88 block = inhibitors of human TLR9-MyD88 binding; CHO BLA complementation TLR9-MyD88, CCF4 FRET ratio; inhibition, % at 4.98 µM; 340,000 compounds, 0.21% hits; AID 504734;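 active = inhibition above the mean over all tested compounds plus 3 SD, cut at about 21% in these data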;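 also: 0% = DMSO only wells and 100% = clavulanate BLA inhibitor control wells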
N-glyco inh = blocks N-linked glycosylation in D54 reporter cells; D54 ERlucT glycosylation luciferase reporter, 24 h; percent of 100 nM tunicamycin response; reporter increase, % at 12.5 µM; 360,000 compounds, 0.23% hits; AID 588692;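 active = mean luciferase reporter signal, scaled so untreated is 0 and the glycosylation-blocking control 100, at or above a set limit in every replicate; inconclusive = mean reaches the limit but not every replicate does; inactive = mean below the limit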;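 also: luciferase carries N-glycosylation sites so blocking glycosylation raises the light; 0% = median of neutral control wells and 100% = median of 100 nM tunicamycin wells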
NOD2 RIPK2 PPI = inhibitors of human NOD2-RIPK2 interaction; O43353; CHO BLA complementation NOD2-RIPK2, CCF4 ratio; inhibition, % at 4.98 µM; 360,000 compounds, 0.38% hits; AID 624267; in the data active = inhibition above about 21%;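 also: 0% = vehicle only and 100% = reference blocker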
MC4R antag cAMP = blocks human MC4R cAMP signaling; MC4R-expressing cells, MTII-stimulated cAMP, LANCE TR-FRET; inhibition, % at 6.5 µM; 360,000 compounds, 0.48% hits; AID 540295;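 active = inhibition above its plate's cutoff, the mean of tested wells on that plate plus 3 SD, cut at about 29% in these data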;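 also: 0% = Melanotan II alone and 100% = Melanotan II plus saturating MCL0020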
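Material: U2OS-MC4R stable cell line | Reagent: Melanotan II challenge after compound preincubation | Doses: One concentration, 6.5 µM nominal | Incubation: 30-min compound preincubation, 1-h Melanotan II challenge, 1-h detection, room temperature | Signal: TR-FRET cAMP assay | Replicates: One well per compound, no replicates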
ABCB6 inh MLPCN = inhibitors of human ABC transporter ABCB6. K562-ABCB6 porphyrin accumulation, flow cytometry, 1 h; stronger effect = lower value. Q9NP58. fluorescence ratio to DMSO, % at 10 µM. 360,000 compounds, 0.19% hits;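 active = fluorescence ratio to DMSO below 75%, the collection mean minus 3 SD; inconclusive = too few cells collected in the well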;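 also: signal is porphyrin accumulated inside mitochondria; 100% equals median channel fluorescence of DMSO control wells; lower ratio means ABCB6 inhibition with less porphyrin fluorescence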
Target sequence (Q9NP58 whole entry, looked up): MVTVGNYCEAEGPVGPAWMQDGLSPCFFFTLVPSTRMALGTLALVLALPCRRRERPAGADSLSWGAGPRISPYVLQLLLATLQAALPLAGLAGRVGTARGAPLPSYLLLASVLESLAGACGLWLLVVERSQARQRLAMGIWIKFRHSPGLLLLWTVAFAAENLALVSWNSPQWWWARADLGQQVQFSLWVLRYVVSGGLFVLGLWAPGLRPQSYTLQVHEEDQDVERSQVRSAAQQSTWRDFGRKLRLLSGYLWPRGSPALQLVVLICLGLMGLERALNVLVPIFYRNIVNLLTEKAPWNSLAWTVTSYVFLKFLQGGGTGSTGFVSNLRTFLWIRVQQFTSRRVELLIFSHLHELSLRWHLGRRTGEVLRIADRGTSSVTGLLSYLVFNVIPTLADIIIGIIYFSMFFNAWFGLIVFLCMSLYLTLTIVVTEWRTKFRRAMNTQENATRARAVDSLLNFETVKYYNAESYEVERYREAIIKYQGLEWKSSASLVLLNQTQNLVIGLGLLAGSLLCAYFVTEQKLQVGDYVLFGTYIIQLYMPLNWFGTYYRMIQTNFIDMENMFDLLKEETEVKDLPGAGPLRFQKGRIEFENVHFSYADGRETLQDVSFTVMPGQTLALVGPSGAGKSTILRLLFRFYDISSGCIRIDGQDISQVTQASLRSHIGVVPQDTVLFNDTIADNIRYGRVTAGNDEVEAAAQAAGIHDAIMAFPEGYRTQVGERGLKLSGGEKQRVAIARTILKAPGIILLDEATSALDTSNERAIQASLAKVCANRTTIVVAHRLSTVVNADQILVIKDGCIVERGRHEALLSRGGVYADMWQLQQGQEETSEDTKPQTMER
MC4R barr agon = agonists of human melanocortin 4 receptor (MC4R) beta-arrestin | activation, % at 8.9 µM | AID 540308 | U2OS MC4R beta-arrestin complementation, luminescence; percent of melanotan II response, DMSO zero | 360,000 compounds, 0.98% hits;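 active = activation above a per-plate cutoff, the mean activation of sample wells on that plate plus 3 SD, cut at about 8% in these data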
Exocytosis inh = blocks lytic granule exocytosis; inhibition, % at 10 µM; 360,000 compounds, 0.66% hits; TALL-104 LAMP-1 surface exposure, flow cytometry; cells stimulated with thapsigargin and PMA;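 active = inhibition above about 55%, limit read from the data; inconclusive = no clear call, values can overlap the other calls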
ABHD5 PLIN5 PPI = ABHD5-PLIN5 protein interaction inhibition; Q00G26+Q8WTS1; Split G. princeps luciferase complementation, luminescence, 4 h; inhibition, % at 4 µM; 360,000 compounds, 0.78% hits;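 active = inhibition above the mean inhibition across every tested compound plus 3 SD, cut at about 22% in these data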;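 also: 0% = DMSO only wells and the 100% control is not disclosed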
Vif inh = inhibitors of HIV Vif | AID 602346 | 340,000 compounds, 0.35% hits | inhibition, % at 7.49 µM | HEK293T cells, Vif self-association by quenched fluorescence, imaging, 24 h; in the data active = inhibition above about 50%, passing the limit was not always enough; inconclusive = no clear call, values can overlap the other calls; inactive = below about 31%; also: some results filed as inactive read as strong as hits
* marks the source's active call; other numbers are inactive results; ? = inconclusive; . = no result given.

SMILES	aDG glyco up	TLR9-MyD88 block	N-glyco inh	NOD2 RIPK2 PPI	MC4R antag cAMP	ABCB6 inh MLPCN	MC4R barr agon	Exocytosis inh	ABHD5 PLIN5 PPI	Vif inh
Cc1cccc(-c2ncc(CN3CCN(C4CCCC4)C(CCO)C3)cn2)c1 (stereo unspecified)	0.0	-12	-2	8	9	96	-0.1	5	11	-2
C/C(CC(=O)NC(C)C)=N\NC(=O)C(c1ccccc1)c1ccccc1	-0.5	1	-2	0	-6	101	-0.6	-3	-2	-3
O=C(CNC(=O)c1ccc2c(c1)OCO2)Nc1ncccc1O	-0.2	2	1	3	6	89	-0.9	-7	-5	7
Cc1ccc(S(=O)(=O)N2CCC(CN3C(=O)c4cccc5cccc(c45)C3=O)CC2)cc1	0.2	5	-3	-2	-1	87	-0.7	4	-2	8
c1ccc(COc2cccc(CN3CCN(c4ccccn4)CC3)c2)cc1	-0.1	-2	-2	3	-8	100	6.1	-4	1	-3
O=C(COc1ccc(Br)cc1)NCc1cn2ccccc2n1	0.1	-3	0	-14	16	93	0.5	2	-3	-6
COc1ccc(/C=N\NC(=O)c2ccc(F)cc2)cc1COc1cc(F)ccc1[N+](=O)[O-]	0.6	11	0	-7	-2	85	-0.6	4	0	-14
COc1cccc(C2CC(c3cccs3)=NN2C(=O)CSc2nc3c(cnn3-c3ccc(F)cc3)c(=O)[nH]2)c1OC (stereo unspecified)	-0.1	6	2	5	13	96	-0.3	-4	-3	-1
O=C(c1ccc2c(c1)OCO2)N1CCC2(CC1)Oc1ccc(F)cc1C(=O)C21CC(c2ccccc2)=NO1 (stereo unspecified)	-0.3	5	-1	-2	8	102	0.0	-4	-5	-17
O=C(O)c1cn(-c2ccccc2)nc1-c1cccnc1	-0.1	6	0	0	4	95	-2.1	-1	-4	4
N#CCNC(=O)c1nn2c(C(F)(F)F)cc(-c3ccccc3)nc2c1Br	0.0	-2	2	-12	-1	100	1.9	-8	1	4
O=C(CSc1ncnc2c1nnn2Cc1ccc(F)cc1)NC1CCCC1	0.0	3	1	-13	-3	96	-0.5	0	1	5
CCN(CC)CC(=O)Nn1c(C)nc2c(ncn2-c2ccccc2)c1=O	0.0	0	4	3	6	94	3.5	8	7	-1
CC(Sc1nc(C(C)(C)C)cc(-c2ccccc2)c1C#N)C(=O)Nc1ccccc1 (stereo unspecified)	0.2	-1	-6	-9	3	99	-0.6	0	-6	1
CCOC(=O)C1CCCN(CCc2ccccc2)C1 (stereo unspecified)	-0.1	1	2	-2	-3	97	-1.8	1	0	7
O=C(O)CC1Oc2ccc(Cl)cc2NC1=O (stereo unspecified)	0.0	5	3	4	7	103	0.3	1	-3	-5
CC(C)(CNC(=O)c1cccc(S(=O)(=O)NCc2ccccc2)c1)N1CCOCC1	-0.1	8	-1	-7	17	91	-0.6	3	4	1
Cc1ccccc1-c1nc(CS(=O)(=O)CC(=O)NCc2ccc3c(c2)OCO3)c(C)o1	-0.1	12	2	9	10	96	-0.6	-2	-2	4
O=C1OCCC1Sc1nnc(-c2ccc3c(c2)OCO3)o1 (stereo unspecified)	-0.5	-4	-10	2	23	99	-4.3	-7	-6	10
Cn1c(CN2CCOCC2)nnc1SCc1ccc(C#N)cc1	-0.3	1	0	0	9	97	-2.8	-4	0	0
COc1ccc(C(C(=O)Nc2ccc(C(C)C)cc2)N(C)C(=O)c2ccc(=O)[nH]c2)cc1 (stereo unspecified)	-0.2	.	-2	-8	4	103	-2.6	-2	-1	5
Cn1c(=O)[nH]c(=O)c2c1nc(CN1CCOCC1)n2CCc1ccccc1	0.1	8	0	-11	4	96	-1.6	3	-2	-2
Nc1nc(-c2ccccc2)c(-c2ccccc2)o1	0.2	-10	-1	-3	19	105	-0.2	11	5	-4
CC1CC(C)CN(CCCNC(=O)c2ccc3nc(N4CCCCC4)sc3c2)C1 (stereo unspecified)	0.3	-2	0	1	11	102	0.9	-5	-1	-1
O=C(NCC1CCCN1S(=O)(=O)c1cccs1)c1ccc(F)c(F)c1 (stereo unspecified)	0.0	0	1	-4	0	98	-3.7	1	-15	-6
CCOc1ccc(NC(=O)c2cn(-c3ccc(OCC)cc3)c(=O)c3cc(OC)c(OC)cc23)cc1	0.6	-13	-8	-2	20	100	-2.6	6	4	-5
COCCNC(=O)c1ccc2c(c1)ncn2-c1cccc(C)c1	0.1	6	13	-1	-9	94	-0.6	-19	-2	-6
Cc1c(C(=O)NCc2ccc(F)cc2)sc(=O)n1Cc1ccccc1	0.4	.	-3	-3	8	102	0.7	-4	0	-1
Cc1ccc(C)c(CN2CCNC2=O)c1	0.1	-2	1	2	16	106	-0.4	0	1	18
CCOC(=O)Nc1ccc2c(CN3CCN(S(=O)(=O)c4ccccc4)CC3)cc(=O)oc2c1	-0.2	12	-3	5	-2	99	-0.1	0	3	-6

The final 5 records of the section above open the next one.
SMILES	aDG glyco up	TLR9-MyD88 block	N-glyco inh	NOD2 RIPK2 PPI	MC4R antag cAMP	ABCB6 inh MLPCN	MC4R barr agon	Exocytosis inh	ABHD5 PLIN5 PPI	Vif inh
CCOc1ccc(NC(=O)c2cn(-c3ccc(OCC)cc3)c(=O)c3cc(OC)c(OC)cc23)cc1	0.6	-13	-8	-2	20	100	-2.6	6	4	-5
COCCNC(=O)c1ccc2c(c1)ncn2-c1cccc(C)c1	0.1	6	13	-1	-9	94	-0.6	-19	-2	-6
Cc1c(C(=O)NCc2ccc(F)cc2)sc(=O)n1Cc1ccccc1	0.4	.	-3	-3	8	102	0.7	-4	0	-1
Cc1ccc(C)c(CN2CCNC2=O)c1	0.1	-2	1	2	16	106	-0.4	0	1	18
CCOC(=O)Nc1ccc2c(CN3CCN(S(=O)(=O)c4ccccc4)CC3)cc(=O)oc2c1	-0.2	12	-3	5	-2	99	-0.1	0	3	-6
Cc1cc(Nc2ccccc2C(=O)O)nc2nc3ccccc3c(=O)n12	-0.1	4	3	-8	1	99	-3.1	2	6	-9
COc1ccccc1NC(=O)Nc1ccnn1C1CCN(C(=O)c2cccnc2)CC1	0.0	-9	2	-12	-3	106	-1.6	-2	-5	4
CCOC(=O)N/N=C(/C)c1ccc(N2C(=O)C3CCCCC3C2=O)cc1 (stereo unspecified)	-0.1	-7	1	2	10	97	-0.9	0	5	12
COc1ccc(NC(=O)Nc2ncccc2C)cc1	-0.1	11	0	-4	-3	91	-0.5	7	1	2
Cc1cc(OCC(=O)NC2CCN(Cc3ccccc3)CC2)c2c(C)c(C)c(=O)oc2c1	0.2	-6	1	-1	0	96	-0.7	6	9	5
COc1cc(C(=O)Nc2cccc(NC(=O)c3ccccc3)c2)cc(OC)c1OC	-0.3	-4	-1	-3	21	100	1.2	19	-13	6
Cc1c(C(=O)N(CCc2ccccc2)Cc2ccccc2)cccc1[N+](=O)[O-]	0.5	-12	-6	-20	7	99	2.4	33	11	-8
CC(=O)Nc1ccc(SCC(=O)c2cc(C)ccc2C)cc1	0.1	7	0	-9	5	98	-1.6	-8	-1	-7
Cc1ccc(C(=O)NCCNC(=O)CN2CCOCC2)cc1	0.5	-9	-1	-8	10	108	-1.0	5	-1	22
O=C(N/N=C/c1ccccc1O)NC12CC3CC(CC(C3)C1)C2	0.3	5	1	5	-6	103	4.2	-18	-5	.
CCOC(=O)C1=NOC(CNC(=O)C2=NOC(CNC(=O)c3c(-c4ccccc4Cl)noc3C)C2)C1 (stereo unspecified)	0.4	2	1	-5	-7	100	0.9	-1	7	1
Cc1cc(S(=O)(=O)NCC(c2ccc(F)cc2)N2CCN(C)CC2)ccc1F (stereo unspecified)	-0.1	0	-2	2	9	102	-1.4	-1	6	-10
Cc1ccc(NC(=O)CCc2ccc(S(=O)(=O)NC3CCCCC3)cc2)cc1	0.4	4	-2	-3	4	94	-1.0	-17	-3	-2
Cc1ccc(-c2nc(-c3ccncc3)no2)c(Cl)c1	0.3	-12	-16	-14	-6	98	3.3	0	-3	13
O=C(NC1CCCCC1)C(c1ccc(O)c(O)c1)N(C(=O)Cn1nnc2ccccc21)c1cccc(O)c1 (stereo unspecified)	-0.5	2	-2	-7	-1	99	-3.1	0	-1	-10
CC(C)(C)c1cc(/C=C2\NC(=O)NC2=O)cc(C(C)(C)C)c1O	0.1	7	3	3	15	94	-0.3	-11	0	-14
Cc1ccsc1CN(C)Cc1nc(C2CC2)no1	0.3	6	0	-17	6	102	-1.3	0	2	-4
CCN(CC)CCCN(C(=O)c1ccc(F)cc1)c1nc(-c2ccc(OC)cc2)cs1	-0.1	-7	-7	-10	1	100	0.4	42	8	1
Cc1c(C(=O)Nc2cc(S(=O)(=O)N3CCOCC3)ccc2N2CCN(C)CC2)oc2ccccc12	-0.2	-8	0	11	14	94	-1.9	-2	0	-3
COc1ccc(CCCc2nnc(SCC(=O)Nc3ccccc3F)o2)cc1	0.0	2	2	4	5	101	-0.5	0	-4	-2
CCN(CC)S(=O)(=O)c1ccc2[nH]c(=O)cc(C(=O)NCc3ccccc3)c2c1	0.0	1	2	2	8	95	0.1	-22	6	1
C[C@@]12C(=O)Nc3cc(F)c(F)cc3C(=O)N1[C@H]1c3ccccc3OC[C@@H]1[C@@H]2c1ccccc1	0.0	3	?	-1	10	95	4.0	-4	1	-5

Some of the entries above in a different format:
SMILES | aDG glyco up | TLR9-MyD88 block | N-glyco inh | NOD2 RIPK2 PPI | MC4R antag cAMP | ABCB6 inh MLPCN | MC4R barr agon | Exocytosis inh | ABHD5 PLIN5 PPI | Vif inh
COc1ccc(CCCc2nnc(SCC(=O)Nc3ccccc3F)o2)cc1 | 0.0 | 2 | 2 | 4 | 5 | 101 | -0.5 | 0 | -4 | -2
CCN(CC)S(=O)(=O)c1ccc2[nH]c(=O)cc(C(=O)NCc3ccccc3)c2c1 | 0.0 | 1 | 2 | 2 | 8 | 95 | 0.1 | -22 | 6 | 1

Full records, quoted from the list.
Profile of `COc1ccc(CCCc2nnc(SCC(=O)Nc3ccccc3F)o2)cc1` = aDG glyco up = 0.0; TLR9-MyD88 block = 2; N-glyco inh = 2; NOD2 RIPK2 PPI = 4; MC4R antag cAMP = 5; ABCB6 inh MLPCN = 101; MC4R barr agon = -0.5; Exocytosis inh = 0; ABHD5 PLIN5 PPI = -4; Vif inh = -2
Profile of `CCN(CC)S(=O)(=O)c1ccc2[nH]c(=O)cc(C(=O)NCc3ccccc3)c2c1` = aDG glyco up = 0.0; TLR9-MyD88 block = 1; N-glyco inh = 2; NOD2 RIPK2 PPI = 2; MC4R antag cAMP = 8; ABCB6 inh MLPCN = 95; MC4R barr agon = 0.1; Exocytosis inh = -22; ABHD5 PLIN5 PPI = 6; Vif inh = 1
Profile of `Cc1ccsc1CN(C)Cc1nc(C2CC2)no1` = aDG glyco up = 0.3; TLR9-MyD88 block = 6; N-glyco inh = 0; NOD2 RIPK2 PPI = -17; MC4R antag cAMP = 6; ABCB6 inh MLPCN = 102; MC4R barr agon = -1.3; Exocytosis inh = 0; ABHD5 PLIN5 PPI = 2; Vif inh = -4

This is a subset, so the mix of outcomes need not match the whole.
